DAGLB inh – diacylglycerol lipase beta (human) inhibition; AID 504411; inhibition, % at 5.17 µM; 340,000 tested, 0.059% active; HEK293T DAGLB membrane lysate, EnzChek fluorogenic substrate; in the data active = inhibition above about 34%;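 also: 0% = enzyme with vehicle and 100% = wells lacking enzyme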
Target sequence (Q8NCG7 whole entry, looked up): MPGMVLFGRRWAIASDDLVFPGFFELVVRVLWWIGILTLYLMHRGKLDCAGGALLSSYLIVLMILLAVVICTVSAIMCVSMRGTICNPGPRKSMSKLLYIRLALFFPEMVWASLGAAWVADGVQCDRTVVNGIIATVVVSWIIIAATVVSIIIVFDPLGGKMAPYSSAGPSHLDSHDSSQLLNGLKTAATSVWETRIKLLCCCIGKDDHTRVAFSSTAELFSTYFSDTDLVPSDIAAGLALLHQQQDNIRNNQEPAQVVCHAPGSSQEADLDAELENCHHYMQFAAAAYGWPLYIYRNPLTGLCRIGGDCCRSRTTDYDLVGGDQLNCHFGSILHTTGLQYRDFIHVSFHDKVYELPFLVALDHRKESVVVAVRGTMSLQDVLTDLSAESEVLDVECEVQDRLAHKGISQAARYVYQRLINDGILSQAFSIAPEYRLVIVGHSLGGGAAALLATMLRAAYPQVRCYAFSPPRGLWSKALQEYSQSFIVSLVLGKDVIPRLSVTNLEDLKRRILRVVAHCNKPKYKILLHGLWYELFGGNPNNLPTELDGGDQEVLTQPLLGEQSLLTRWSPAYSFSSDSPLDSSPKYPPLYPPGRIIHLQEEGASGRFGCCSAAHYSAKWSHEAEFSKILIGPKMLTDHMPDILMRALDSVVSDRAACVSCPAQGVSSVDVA
cardiac RTF act – cardiac RTF calcium sensitization; activation, % at 7.2 µM; AID 493008; IANBD-labeled TnC RTF fluorescence at EC20 calcium; 0% EC20 calcium, 100% full calcium; P19429+P45379; 340,000 tested, 0.24% active;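 active = activation above the mean over all tested compounds plus 3 SD, cut at about 30% in these data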;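 also: rise in fluorescence read as greater calcium sensitivity of cardiac thin filaments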
Keap1-Nrf2 PPI – inhibitors of human Keap1-Nrf2 protein-protein interaction | Q14145 | Keap1 Kelch-Nrf2 peptide fluorescence polarization, 1536-well | inhibition, % at 9.4 µM | 340,000 tested, 0.15% active; in the data active = inhibition above about 12%;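 also: human Keap1 Kelch domain with fluorescein labeled Nrf2 9mer peptide probe; 0% = neutral control wells and 100% = peptide positive control; higher means more block of Keap1 binding to Nrf2 peptide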
SR-BI DiI-HDL act – SR-BI HDL lipid transfer activation | CHO ldlA[mSR-BI] cells, DiI-HDL uptake fluorescence, 3 h; 100 = double the neutral-control signal | 320,000 tested, 0.096% active | activation, % at 12.5 µM;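 active = mean replicate activation of at least 60% and every replicate at or above 60%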;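 also: 0% = median plate neutral-control signal and 100% = twice that signal; values of inactives mirror those of a sister screen read the other way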
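Material: SR-BI-overexpressing, LDLR-lacking CHO cells | Dosing: Single compound concentration, delivered by pin transfer | Probe or stimulus: Labelled HDL, 10 µg/mL | Signal: Bottom-read cell fluorescence after medium removal, ex 550/em 595 nm | Schedule: 3 h, 37 °C | Evaluation: HDL uptake via cellular fluorescence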
CAL PDZ FP-1 – blocks peptide binding to human CAL PDZ domain; Q9HD26; purified CAL PDZ, TMR-peptide fluorescence polarization, 1 h; inhibition, % at 20 µM; 330,000 tested, 0.02% active; AID 504414;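 active = highest replicate inhibition of at least 40%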;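 also: plate controls were DMSO neutral control wells for no effect and unlabeled competitor peptide control wells for full effect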
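Material – purified CerCALP PDZ construct · Detection – FP readout, S and P plane fluorescence · Measure – percent inhibition from loss of millipolarization · Controls – unlabelled peptide for full inhibition, DMSO wells as neutral · Probe or stimulus – TMR-labelled reporter peptide T*-PRC34 bound in PDZ groove · Times – 1 h at RT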
RTF Ca sens inh – cardiac RTF calcium desensitization. IANBD-labeled cardiac RTF, Ca2+ fluorescence. AID 493244. P19429+P45379. 340,000 tested, 0.12% active. inhibition, % at 7.15 µM;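 active = inhibition above the mean inhibition of all tested compounds plus 3 SD, cut at about 17% in these data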;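 also: assay run at fixed EC70 calcium of 1.6 mM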
Rtt109 Vps75 – blocks Candida albicans Rtt109/Vps75 acetyltransferase activity; inhibition, % at 34.9 µM; 330,000 tested, 0.16% active; purified Rtt109/Vps75, ThioGlo CoA-SH fluorescence, 4 h; Q5AAJ8;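 active = inhibition of at least 50% in every replicate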
C-LANA FP – inhibitors of KSHV LANA C-terminal domain DNA binding. inhibition, % at 9 µM. MBP-C-LANA/FAM-LBS DNA binding, fluorescence polarization. 340,000 tested, 0.078% active;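 active = highest replicate inhibition at or above 60% at 9 µM, even if other replicates fall short; inactive = all replicates below 60% inhibition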;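 also: 0% = neutral control wells and 100% = 4 µM acridine orange control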
CAL PDZ FP-2 – blocks peptide binding to the human CAL PDZ domain. purified CAL PDZ, TMR-peptide fluorescence polarization, 1 h. Q9HD26. inhibition, % at 24.9 µM. AID 602252. 300,000 tested, 0.92% active;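 active = mean inhibition of at least 30% with at least half of replicates also reaching 30%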;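 also: 0% = DMSO neutral control and 100% = excess unlabeled competitor peptide PRC23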
PKA-R2B act – activators of human PKA-R2B complex | P22694+P31323 | PKA-R2B holoenzyme dissociation, Cy5-IP20 fluorescence polarization; R2B truncated from residue 108, S112A mutant; 0% DMSO only, 100% 113 µM cGMP | activation, % at 11.4 µM | 340,000 tested, 0.079% active | AID 504700;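 active = activation above a cutoff set at the mean over all compounds plus 3 SD, cut at about 18% in these data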;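 also: higher means more holoenzyme dissociation and a rise in polarization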
* = called active by the depositor; / = no result given.

Fields: DAGLB inh	cardiac RTF act	Keap1-Nrf2 PPI	SR-BI DiI-HDL act	CAL PDZ FP-1	RTF Ca sens inh	Rtt109 Vps75	C-LANA FP	CAL PDZ FP-2	PKA-R2B act
Cc1ccc(C(=O)N2CCN(Cc3nc4sc5c(c4c(=O)[nH]3)CCCC5)CC2)cc1
 : 1	0	-2	/	-2.4	-11	-3	0.2	-5	8
Cc1ccc(/C=N/N2CCN(C3c4ccccc4-c4ccccc43)CC2)s1
 : -3	0	-8	-16	-0.1	2	2	0.7	-7	-8
CCOC(=O)C1CCCN(S(=O)(=O)c2cc(Br)cc3c2N(C(=O)C2CC2)CC3)C1 (centres undefined)
 : 0	-1	-1	-16	-1.7	1	-6	-0.5	-1	-9
CC(=O)N1CCN(c2ccc(NC(=O)c3ccc(F)cc3)cc2)CC1
 : -1	-1	2	-4	1.5	1	9	-0.7	-5	-7
CCOC(=O)C1CCCN(c2c(NCCCN(CC)c3ccccc3)c(=O)c2=O)C1 (centres undefined)
 : 3	5	5	7	-0.5	-6	-4	-0.3	-7	-3
Cc1ccccc1OCC(=O)Nc1nnc(C2CC2)s1
 : -2	1	-4	19	0.3	-16	-8	0.3	-6	-10
Cc1onc(-c2ccccc2)c1C(=O)Nc1ccc(S(=O)(=O)NC2=NCCCCC2)cc1
 : -1	2	0	-17	-1.5	2	11	1.1	0	5
COc1ccc(C2c3ccc(O)cc3Oc3ncn(CCN4CCOCC4)c(=N)c32)cc1 (centres undefined)
 : -1	4	2	6	-1.3	-13	3	0.7	-10	10
Cc1c(C2(O)CCCCC2)[nH]c2ncccc12
 : -2	10	-4	5	-0.2	-8	1	0.1	3	6
CC(=O)Nc1cccc(N(C(=O)C2COc3ccccc3O2)C(C(=O)NC2CCCCC2)c2cn(C)nc2C)c1 (centres undefined)
 : 1	3	3	20	0.1	-4	-6	1.3	1	-6
NS(=O)(=O)c1ccc(NC(=O)COC(=O)CC2Sc3ccccc3NC2=O)cc1 (centres undefined)
 : -2	-6	-2	8	-0.4	-6	14	-0.1	-2	3
O=C1CC(c2ccccc2)CCc2sccc2N1 (centres undefined)
 : -4	6	-4	10	-3.3	-1	-9	-0.3	-3	-7
COc1ccc(C(=O)NNC(=O)c2cc(C)nc3ccccc23)cc1
 : 0	2	7	15	-2.8	-1	-10	0.3	-2	3
Cc1ccn2c(=O)nc(SCC(=O)OCc3ccccc3)nc2c1
 : 1	2	-2	8	-2.2	-10	-12	-1.9	-1	8
O=c1cc(-c2ccco2)nc(-c2cccs2)o1
 : 3	6	1	7	-1.3	2	-9	-0.2	-2	-3
Clc1ncccc1-c1nc2ccccc2n1Cc1ccccc1
 : -3	-3	1	-6	-2.4	6	-7	1.7	-1	-4
COC(=O)c1ccccc1S(=O)c1snnc1C (centres undefined)
 : -1	10	-5	18	0.2	-10	-5	-0.6	2	-1
O=S(=O)(N/N=C/c1ccccc1OCc1ccc(Cl)cc1)c1ccccc1
 : 7	-4	-4	-39	-0.1	0	9	-1.2	-1	-10
COc1cc(OC)cc(C(=O)NCC(=O)OCc2ccc(Cl)c(Cl)c2)c1
 : -7	0	1	-8	-4.1	-10	3	0.1	-4	2
Cc1ccsc1CCNC(=O)C1CCC(=O)N(CCc2cccc(F)c2)C1 (centres undefined)
 : 0	2	-4	/	-0.7	3	0	0.6	/	-9
O=C(NCCc1ccccc1Cl)C1CCC(=O)N(CC2CCCCC2)C1 (centres undefined)
 : 0	-5	-2	-33	-3.4	-10	-7	-1.2	-2	-5
CCC1CCc2sc(C(=O)OCC(=O)N(CCOC)c3c(N)n(Cc4ccccc4)c(=O)[nH]c3=O)cc2C1 (centres undefined)
 : 0	-6	-5	-44	-0.6	-15	5	-1.5	-6	8
CCc1nnc(NC(=O)c2sc3nc4c(cc3c2N)CCCCCC4)s1
 : 6	-3	-5	2	1.2	-2	5	1.0	-3	0
OC(COc1ccc(Cl)cc1)CN1CCC(Cc2ccccc2)CC1 (centres undefined)
 : 0	-4	-4	-30	-1.8	2	3	-0.2	-3	3
CCN(C(=O)COC(=O)C1=COCCO1)c1ccccc1
 : 1	-2	-8	5	0.4	-9	0	-1.0	/	-3
CCn1c(N2CCN(Cc3ccc([N+](=O)[O-])cc3)CC2)nc2ccccc21
 : 2	-3	-1	0	1.0	-4	0	0.7	-5	13
c1ccc2c(CSCc3nc4ccccc4[nH]3)cccc2c1
 : -5	-1	-3	-10	-0.8	3	-2	-0.7	/	-2
Cc1cc(C)c2nc(C(F)(F)F)nc(NCCCN3CCCC3=O)c2c1
 : -2	-2	-1	-31	-0.8	-2	3	-1.3	-6	1
O=C(CNc1ccccc1F)N/N=C/C1CC=CCC1 (centres undefined)
 : -5	-1	0	21	-2.2	2	9	-1.6	58*	-13
COc1ccc(C2c3ccc4ccccc4c3Oc3ncn(CCN4CCOCC4)c(=N)c32)cc1OC (centres undefined)
 : 1	-2	-7	14	-2.4	4	29	-0.5	-6	10
O=C(NC1CCCCC1)c1ccc2c(c1)OCCO2
 : -2	-6	-6	/	-1.1	-7	-3	-1.1	/	1
COc1ccc(-c2c(-c3cc(OC)cc(OC)c3)n(C)c3ccc(-c4ccc(SC)cc4)cc23)cc1
 : 0	5	0	32	-0.2	1	4	0.1	-1	0
Cc1ccc(NC(=O)CC(C)CC(=O)NCc2ccccc2)cc1Cl (centres undefined)
 : 0	10	-2	12	-2.5	-10	-2	-1.3	-2	-5
C=CCn1c(SCC(=O)Nc2c(C)n(C)n(-c3ccccc3)c2=O)nc2sc(C)c(C)c2c1=O
 : -1	-5	1	-22	/	-8	9	0.1	-12	-5
CCN(C(=O)Cn1c(=O)oc2ccccc21)c1ccc(C)c(C)c1
 : -4	-4	1	-14	-1.6	-11	1	-2.7	-1	-3
CCn1c(=O)c2ccccc2n(CC(=O)N2CCCc3ccccc32)c1=O
 : -2	-3	-1	-3	0.1	-6	-5	-2.0	5	3
COc1ccc(CC(=O)NC(c2ccccc2)c2ccccc2)cc1S(=O)(=O)N1CCOCC1
 : -1	1	3	10	1.2	-3	33	-1.3	/	-12
Cc1cc(C)cc(C(=O)NCC(=O)OCC(=O)NCC(F)(F)F)c1
 : -1	-1	1	-1	-2.2	-5	-4	0.5	-2	-3
COC(=O)C1=CN(c2ccc(OC)cc2)C=C(C(=O)OC)C1c1ccc([N+](=O)[O-])cc1
 : 0	-4	-3	-34	0.1	-1	2	0.2	-1	-1
NS(=O)(=O)c1ccc2nc(NC(=O)C3=COCCO3)sc2c1
 : 0	-1	4	-5	-4.0	-1	10	-1.6	-4	-6
O=C1/C(=C\c2ccc(Br)o2)Cc2ccccc21
 : -6	-5	-3	7	-2.4	-31	3	1.1	-6	-1
COc1ccc(C(=O)CSc2nnc(-c3cccs3)n2-c2ccccc2)cc1
 : 0	-9	1	-17	-0.8	-8	5	0.7	/	-11
CCCCCCSc1nc(O)c(C2OC(=O)c3c2ccc(OC)c3OC)c(=O)n1CC (centres undefined)
 : 3	-5	-3	6	-0.3	4	15	1.3	-1	1
Cc1cc(C(=O)N[C@H](c2ccccc2)[C@@]2(C)C[C@@H]2[C@@H](C)C(=O)Nc2ccc3ccccc3c2)n(C)n1
 : 0	-3	3	9	-0.2	-7	10	1.0	-2	7
CCCS(=O)(=O)c1c(S(=O)(=O)CCC)c2cnccn2c1C(=O)c1ccc(F)cc1
 : 3	4	2	4	-1.4	-1	14	0.4	-8	-6
CCN(CC)CCCn1c2c(c(SCC(=O)Nc3cc(C)on3)nc1=O)CCC2
 : -5	2	3	-1	0.1	4	1	-0.8	5	-22
CCc1nnc(NC(=O)CSc2nnc(-c3ccco3)o2)s1
 : -2	0	-1	10	-2.0	-2	-4	0.8	0	2
Cc1ccc[n+](C(C(=S)NCc2ccco2)=C([O-])c2ccccc2Cl)c1
 : 3	-2	-6	/	-0.1	-5	-2	-0.4	3	3

Exported tab-delimited: part of the list above
compound	DAGLB inh	cardiac RTF act	Keap1-Nrf2 PPI	SR-BI DiI-HDL act	CAL PDZ FP-1	RTF Ca sens inh	Rtt109 Vps75	C-LANA FP	CAL PDZ FP-2	PKA-R2B act
COc1ccc(C(=O)CSc2nnc(-c3cccs3)n2-c2ccccc2)cc1	0	-9	1	-17	-0.8	-8	5	0.7	/	-11
CCCCCCSc1nc(O)c(C2OC(=O)c3c2ccc(OC)c3OC)c(=O)n1CC (centres undefined)	3	-5	-3	6	-0.3	4	15	1.3	-1	1
Cc1cc(C(=O)N[C@H](c2ccccc2)[C@@]2(C)C[C@@H]2[C@@H](C)C(=O)Nc2ccc3ccccc3c2)n(C)n1	0	-3	3	9	-0.2	-7	10	1.0	-2	7
CCCS(=O)(=O)c1c(S(=O)(=O)CCC)c2cnccn2c1C(=O)c1ccc(F)cc1	3	4	2	4	-1.4	-1	14	0.4	-8	-6
CCN(CC)CCCn1c2c(c(SCC(=O)Nc3cc(C)on3)nc1=O)CCC2	-5	2	3	-1	0.1	4	1	-0.8	5	-22
CCc1nnc(NC(=O)CSc2nnc(-c3ccco3)o2)s1	-2	0	-1	10	-2.0	-2	-4	0.8	0	2

Screening results (PubChem BioAssay)
